eLon inh: inhibitors of E. coli Lon protease. inhibition, % at 7.94 µM. P0A9M0. 360,000 compounds, 0.42% hits. purified E. coli Lon protease, fluorescence polarization; in the data active = inhibition above about 13%, passing the limit was not always enough;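 note: 0% = enzyme with probe and DMSO and 100% = no enzyme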
TbMetRS inhib: Trypanosoma brucei MetRS inhibition; purified T. brucei MetRS, ATP depletion, Kinase-Glo luminescence; inhibition, % at 11.9 µM; 360,000 compounds, 0.4% hits; AID 624268;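 active = inhibition above a per-plate cutoff of the control wells' mean inhibition plus 3 SD, cut at about 5.5% in these data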;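 note: 0% = DMSO wells median and 100% = median of wells with control inhibitor compound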
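Material – parasite MetRS enzyme · Medium – HEPES-MgCl2-KCl buffer plus DTT, spermine, BSA, pyrophosphatase · Reagent – ATP, methionine and E. coli bulk tRNA substrates · Times – 15 min enzyme-compound preincubation, 2 h reaction, 10 min detection, 25 °C · Measured by – luminescence of leftover ATP · Evaluation – percent inhibition relative to median high and low control wells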
NRP1-CendR mod: modulators of CendR peptide binding to human neuropilin-1. O14786. FAM-RPARPAR peptide binding to NRP-1, fluorescence polarization. inhibition, % at 25 µM. 360,000 compounds, 0.85% hits;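 active = inhibition or corrected inhibition above about 18%, plus a signal ratio from 0.5 to 1.5, limit read from the data, passing the limit was not always enough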; note: strong numbers were not always called active
Scp-1 inhibitor: inhibitors of human Scp-1 phosphatase; Recombinant Scp1, phosphopeptide, malachite green phosphate absorbance; inhibition, % at 20 µM; 340,000 compounds, 0.88% hits;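 active = inhibition above about 50% at 20 µM, limit read from the data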;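 note: plate controls were DMSO wells with enzyme for no effect and wells lacking enzyme for full effect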
Target sequence (Q9GZU7 76-261 limits assumed): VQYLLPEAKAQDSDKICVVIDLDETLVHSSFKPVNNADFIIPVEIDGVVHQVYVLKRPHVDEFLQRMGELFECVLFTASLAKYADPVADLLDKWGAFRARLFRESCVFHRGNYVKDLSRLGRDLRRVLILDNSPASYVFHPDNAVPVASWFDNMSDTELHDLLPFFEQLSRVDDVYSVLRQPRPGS
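Test system – truncated SCP-1 phosphatase (76-261aa) · Reagent – Phosphorylated 17-residue peptide substrate · Incubation – 45 min room-temperature reaction, 5 min colour, 30 min stabiliser · Detection – colorimetric phosphate reagent with accelerator and stabiliser, absorbance at 630 nm · Measure – % inhibition at 20 µM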
DNMT1 block: blocks human DNA methyltransferase DNMT1; P26358; DNMT1 molecular beacon, Hinp1I cleavage, fluorescence; inhibition (reported as % activation of signal), % at 10 µM; 360,000 compounds, 0.83% hits; AID 588458; in the data active = inhibition above about 50%
STEP block: blocks human striatal-enriched tyrosine phosphatase. P54829. recombinant STEP, OMFP fluorogenic substrate, fluorescence. inhibition, % at 20 µM. 360,000 compounds, 0.25% hits. AID 588621;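 active = inhibition at 20 µM, scaled per plate between control wells, above about 37%, limit read from the data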;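 note: 0% = DMSO with enzyme and substrate and 100% = substrate only without enzyme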
Target sequence (P54829 whole entry, looked up): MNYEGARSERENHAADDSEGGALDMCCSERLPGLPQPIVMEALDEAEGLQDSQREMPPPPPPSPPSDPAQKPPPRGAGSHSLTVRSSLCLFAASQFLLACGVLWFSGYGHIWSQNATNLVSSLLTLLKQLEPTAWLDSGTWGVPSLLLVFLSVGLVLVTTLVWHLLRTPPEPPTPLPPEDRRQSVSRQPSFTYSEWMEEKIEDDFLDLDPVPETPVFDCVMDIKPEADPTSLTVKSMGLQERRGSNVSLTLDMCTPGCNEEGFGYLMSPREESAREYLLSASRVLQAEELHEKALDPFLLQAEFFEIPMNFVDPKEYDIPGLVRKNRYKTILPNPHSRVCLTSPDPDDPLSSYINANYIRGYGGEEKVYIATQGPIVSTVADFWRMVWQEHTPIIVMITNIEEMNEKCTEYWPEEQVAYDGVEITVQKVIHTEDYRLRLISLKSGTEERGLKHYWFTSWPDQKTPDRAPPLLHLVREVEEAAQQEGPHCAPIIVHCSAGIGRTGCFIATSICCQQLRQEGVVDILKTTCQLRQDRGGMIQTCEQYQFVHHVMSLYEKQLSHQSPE
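Material: STEP (striatal-enriched tyrosine phosphatase) enzyme, cell-free; Compound dosing: 20 µM single dose in 1% DMSO; Technique: fluorescence read at 480 nm ex / 540 nm em; Times: reaction 20 min, ambient temperature; Medium: 50 mM Bis-Tris pH 6.0 with 2.5 mM DTT and 0.005% Tween 20; Also added: OMFP at 25 µM.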
LMPTP block: blocks human LMPTP phosphatase; inhibition, % at 20 µM; 360,000 compounds, 0.22% hits; AID 651560; recombinant LMPTP-A, OMFP fluorogenic substrate, fluorescence intensity;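 active = compounds that cut the enzyme signal by at least half of the control window in the single-dose screen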;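 note: plate controls were DMSO wells with enzyme plus substrate for no effect and substrate without enzyme for full effect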
Target sequence (P24666 whole entry, looked up): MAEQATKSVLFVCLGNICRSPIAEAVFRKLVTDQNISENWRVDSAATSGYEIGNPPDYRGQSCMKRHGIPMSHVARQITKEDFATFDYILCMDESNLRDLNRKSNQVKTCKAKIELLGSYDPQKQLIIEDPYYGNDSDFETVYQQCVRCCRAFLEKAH
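Test system – LMPTP-A enzyme · Amount – LMPTP-A at 0.625 nM final in the reaction · Buffer or medium – Bis-Tris pH 6.0, DTT, detergent · Reagent – OMFP 400 µM · Doses – single 20 µM dose · Schedule – reaction 50 min, room temperature, dark · Detection – fluorescence intensity of OMFP turnover product · Evaluation – percent inhibition versus substrate-only and uninhibited controls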
SUMO1-SIM PPI: alters human SUMO1 binding to SIM partners. AID 602429. P63165. SUMO1 binding to a labelled peptide, TR-FRET, 1 h. inhibition, % at 20 µM. 360,000 compounds, 0.33% hits; in the data active = inhibition above about 37%
Target sequence (P63165 whole entry, looked up): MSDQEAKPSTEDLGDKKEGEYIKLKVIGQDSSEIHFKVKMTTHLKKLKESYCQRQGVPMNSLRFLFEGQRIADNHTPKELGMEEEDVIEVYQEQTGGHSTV
MsrA inh: bovine MsrA inhibition; purified bovine MsrA, absorbance read-out; 360,000 compounds, 0.75% hits; inhibition, % at 15.5 µM; AID 651718; in the data active = inhibition above about 4.5%;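 note: 0% = vehicle wells with enzyme and 100% = reference inhibitor wells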
MsrA act: activators of bovine methionine sulfoxide reductase A. purified bovine MsrA, absorbance read-out. activation, % at 10.6 µM. 360,000 compounds, 0.3% hits. AID 602163; in the data active = activation above about 7.5%;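 note: 0% = vehicle and 100% = reference activator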
Active calls of the source: *; / = not tested or not shown.

SMILES	eLon inh	TbMetRS inhib	NRP1-CendR mod	Scp-1 inhibitor	DNMT1 block	STEP block	LMPTP block	SUMO1-SIM PPI	MsrA inh	MsrA act
Cc1cc(/C=C2\SC(=S)N(C)C2=O)c(C)n1-c1ccc(O)cc1	-142	-0.3	-141	-18	-15	-3	6.3	-20	2.0	-5
Clc1ccc(-c2n[nH]c3c2CCC3)cc1Cl	-10	-1.6	-2	3	-3	1	0.8	-1	1.4	-3
Cc1ccccc1N(C(=O)c1snc(C(N)=O)c1N)C(C(=O)NCc1ccccc1)c1ccc(O)cc1 (stereo not drawn)	0	-0.3	-7	-1	-8	-3	1.9	-11	-1.0	0
CCO/N=C(/C)c1c(O)cc(-c2ccccc2)n(-c2ccccc2)c1=O	-8	0.6	-11	-1	1	4	-1.0	0	0.0	-1
O=C(Nc1ccc(-c2nc3ccccc3o2)cc1)c1ccc(N2CCOCC2)c([N+](=O)[O-])c1	-1	0.0	2	-8	-12	-2	1.6	-5	-0.3	1
N[C@@H](Cc1ccccc1)C(=O)N1CCOCC1	3	-0.1	3	-6	3	-1	-1.0	1	-1.1	-1
C[C@H](CO)N1C[C@H](C)[C@@H](CN(C)Cc2ccccc2)Oc2c(NS(=O)(=O)c3ccc(F)cc3)cccc2C1=O	-9	-0.4	15	0	-1	3	-1.3	2	-0.3	0
CN(CC(=O)NCCN1CCOCC1)S(=O)(=O)c1ccc(F)cc1	1	-0.1	5	-5	2	2	-1.5	-2	0.4	-3
O=C(COC(=O)C1C2CC3OC(=O)C1C3C2)Nc1cccc(C(F)(F)F)c1 (stereo not drawn)	-1	0.8	6	-4	1	2	-1.4	6	-1.3	-1
COCCCNC(=S)N1CCN(C)CC1	2	0.0	19	-7	3	-1	-3.6	3	0.8	-3
O=S(=O)(Nc1nc2ccccc2nc1NCc1ccco1)c1ccc(Cl)cc1	-7	0.6	-44	-2	10	4	1.3	14	2.3	-2
CCNC(=O)C1CCCN(C(=O)c2ccc(N(C)C)cc2)CC1 (stereo not drawn)	3	-0.2	-2	/	3	-2	-0.9	-3	-0.7	-1
CCOC(=O)N1CCC2(O)CCCCC2C1c1ccc(F)cc1 (stereo not drawn)	-11	-0.3	22	2	1	2	-2.0	-2	-0.4	-1
Cc1ccc(C(=O)Nc2c3c(nn2-c2ccccc2)CS(=O)(=O)C3)cc1C	-1	-0.2	-5	-15	2	0	-0.8	0	-1.5	-2
CC[C@@]1(C(=O)OC)N[C@H](CN(C)C(=O)c2ccccc2)[C@@H]2C(=O)N(C)C(=O)[C@@H]21	5	-0.7	1	-4	6	-1	-2.5	-5	-0.3	-3
CN1CCN(S(=O)(=O)c2ccccc2)CC1	-7	-1.2	11	-14	2	1	-2.1	5	0.8	-3
Cc1nc(C(=O)N2CCc3c([nH]c4ccccc34)C2c2ccccn2)cs1 (stereo not drawn)	-4	-0.6	5	-5	-7	2	-0.1	0	-0.9	-3
Cc1ccc(C2N=C(N)Nc3nc(=O)c4ccccc4n32)cc1 (stereo not drawn)	-4	0.3	5	-5	1	-2	0.9	-2	2.1	0
COc1ccc(S(=O)(=O)n2[nH]c(=O)c(CCO)c2C)c([N+](=O)[O-])c1	0	0.3	3	-4	-1	0	0.6	-14	0.3	0
COc1ccc(C(=O)n2cc(C(C)=O)c3ccccc32)cc1	-4	-1.1	0	-17	2	0	1.5	1	0.6	-8
COc1cc(OC)c(N(C)S(=O)(=O)c2cccc(C(=O)OCC(=O)NCc3ccco3)c2)cc1Cl	-3	-0.4	12	-6	-1	1	1.2	4	0.5	-4
Cc1ccc(NC(=O)C(OC(=O)c2ccc(O)cc2)c2ccccc2)cc1Cl (stereo not drawn)	-2	-0.3	-6	-1	2	-3	1.1	-2	-0.2	-2
Cc1cc(N2CCN(c3cccc(C(F)(F)F)c3)CC2)n2nc(C)nc2n1	-6	-2.1	0	-8	-2	4	0.7	0	-1.3	-9
CC(=O)Nc1ccc(N2C(=O)CSC2c2ccccc2)cc1 (stereo not drawn)	2	-0.1	-5	-3	3	3	-0.8	3	-1.1	1
Cc1ccc(NC(=O)OCc2cc(-c3ccccc3)on2)cc1	4	-0.9	9	-6	-1	-4	2.5	0	0.8	-13

Given with values under each structure: ten of the compounds above.
Results follow in this order: eLon inh | TbMetRS inhib | NRP1-CendR mod | Scp-1 inhibitor | DNMT1 block | STEP block | LMPTP block | SUMO1-SIM PPI | MsrA inh | MsrA act
Cc1cc(/C=C2\SC(=S)N(C)C2=O)c(C)n1-c1ccc(O)cc1
 : -142 | -0.3 | -141 | -18 | -15 | -3 | 6.3 | -20 | 2.0 | -5
Clc1ccc(-c2n[nH]c3c2CCC3)cc1Cl
 : -10 | -1.6 | -2 | 3 | -3 | 1 | 0.8 | -1 | 1.4 | -3
Cc1ccccc1N(C(=O)c1snc(C(N)=O)c1N)C(C(=O)NCc1ccccc1)c1ccc(O)cc1 (stereo not drawn)
 : 0 | -0.3 | -7 | -1 | -8 | -3 | 1.9 | -11 | -1.0 | 0
CCO/N=C(/C)c1c(O)cc(-c2ccccc2)n(-c2ccccc2)c1=O
 : -8 | 0.6 | -11 | -1 | 1 | 4 | -1.0 | 0 | 0.0 | -1
O=C(Nc1ccc(-c2nc3ccccc3o2)cc1)c1ccc(N2CCOCC2)c([N+](=O)[O-])c1
 : -1 | 0.0 | 2 | -8 | -12 | -2 | 1.6 | -5 | -0.3 | 1
N[C@@H](Cc1ccccc1)C(=O)N1CCOCC1
 : 3 | -0.1 | 3 | -6 | 3 | -1 | -1.0 | 1 | -1.1 | -1
C[C@H](CO)N1C[C@H](C)[C@@H](CN(C)Cc2ccccc2)Oc2c(NS(=O)(=O)c3ccc(F)cc3)cccc2C1=O
 : -9 | -0.4 | 15 | 0 | -1 | 3 | -1.3 | 2 | -0.3 | 0
CN(CC(=O)NCCN1CCOCC1)S(=O)(=O)c1ccc(F)cc1
 : 1 | -0.1 | 5 | -5 | 2 | 2 | -1.5 | -2 | 0.4 | -3
O=C(COC(=O)C1C2CC3OC(=O)C1C3C2)Nc1cccc(C(F)(F)F)c1 (stereo not drawn)
 : -1 | 0.8 | 6 | -4 | 1 | 2 | -1.4 | 6 | -1.3 | -1
COCCCNC(=S)N1CCN(C)CC1
 : 2 | 0.0 | 19 | -7 | 3 | -1 | -3.6 | 3 | 0.8 | -3

(continued)
SMILES	eLon inh	TbMetRS inhib	NRP1-CendR mod	Scp-1 inhibitor	DNMT1 block	STEP block	LMPTP block	SUMO1-SIM PPI	MsrA inh	MsrA act
CCN1CCN(C(CNS(=O)(=O)c2ccc(Cl)cc2)c2cccnc2)CC1 (stereo not drawn)	-6	-0.5	-13	-5	-1	2	-3.4	-2	1.0	-4
CNc1nnc(-c2cc3ccccc3oc2=O)s1	-19	-0.5	0	-2	7	1	-1.1	-25	3.2	-2
O=C(Cc1ccc(Cl)cc1)Nc1ccc2oc(=O)ccc2c1	-8	-0.7	1	-19	1	0	-0.2	-7	-0.4	-10
O=C(O)CN1C(=O)SC(Nc2ccccc2)C1=O (stereo not drawn)	-10	0.2	-14	0	7	2	-1.2	-1	0.8	-3
O=C1CC(c2ccccc2)CC(O)=C1C=NCCN1CCOCC1 (stereo not drawn)	-6	-0.2	-9	-5	0	2	-2.6	-2	-0.9	-2
CN1C[C@@H]2[C@@H]3C(=O)N(Cc4ccccc4)C(=O)[C@@H]3[C@](C)(C1=O)N2C(=O)c1ccc(Cl)cc1	2	-0.3	31*	-7	-3	-1	0.2	0	-0.4	-4
COc1ccc(-c2nnc(CSc3nc4ccccc4c(=O)n3CC(C)C)o2)cc1OC	1	-0.5	4	-12	-10	4	5.8	2	2.4	0
COc1cc(OC)c(NS(=O)(=O)c2cn(C)cn2)cc1Cl	-2	-0.2	-1	-4	-1	7	-2.3	4	0.3	-2
CC(C)c1ccccc1NC(=O)c1cnccn1	-8	-0.1	59*	-6	-1	-4	-0.9	-3	-0.4	-2
COc1ccc(CNCC(O)(c2ccc(F)cc2)c2ccc(F)cc2)cc1	-12	-0.7	10	-4	0	-2	0.7	0	-0.4	-3
O=C(COC(=O)c1ccc2ccccc2n1)c1ccccc1	-6	-0.3	-8	-9	0	-2	-0.8	-12	1.6	-4
CC(=O)c1ccc(N2CCN(CC(O)COC(c3ccccc3)c3ccccc3C)CC2)cc1 (stereo not drawn)	3	-0.5	0	1	-2	2	2.4	4	1.0	2
Cc1ccc2cccc(NC(=O)C(F)(F)F)c2n1	-2	-0.3	5	-5	-25	1	0.9	-3	-0.7	1
O=c1ccc(C(F)(F)F)cn1Cc1cc(=O)n2cc(Br)ccc2n1	-1	0.3	3	26	35	4	1.9	-11	2.3	-4
Cc1ccc(C)c(OCCN2CCOCC2)c1	-1	-0.1	4	-9	0	-3	-1.9	3	0.5	-2
CCN(CC(=O)Nc1cccc(C(C)=O)c1)S(=O)(=O)c1ccccc1	0	0.2	3	-1	1	2	0.9	-1	-0.7	-2
CCNC(=O)NC(=O)C(C)OC(=O)[C@H](C)NS(=O)(=O)c1c(C)c(C)cc(C)c1C (stereo partly drawn)	5	-0.2	1	-4	1	3	-1.6	-2	1.8	-2
Nc1[nH]c(=S)nc2nc(-c3ccccc3)c(-c3ccccc3)nc12	-2	0.1	11	-1	5	-1	0.7	6	0.2	4
COc1ccc(CNC(=O)C(C)NCc2ccc(S(N)(=O)=O)cc2)cc1 (stereo not drawn)	0	0.0	11	2	0	-2	-0.7	-1	1.4	-5
O=C(NCC1CCCO1)c1ccc(OC2CCN(C(=O)C3CC3)CC2)cc1 (stereo not drawn)	2	-0.5	-1	1	-2	-1	-1.3	0	0.7	-2
COCCOC(=O)c1c(C)nc(SCC(=O)Nc2ccc(OC)cc2)c(C#N)c1-c1ccco1	-4	0.7	-5	12	-4	3	1.1	-1	1.1	-2
CNc1nc(N)nc(OC(C(F)(F)F)C(F)(F)F)n1	4	0.2	-7	-3	-2	2	-0.5	1	1.1	-1
Cc1ccc(NC(=O)CSc2nnc([C@H](C)NC(=O)OC(C)(C)C)o2)c(C)c1	0	0.2	12	8	-5	-1	-0.5	6	-0.8	-1
CN(C)c1nc(N)nc(CSc2ccccn2)n1	-2	0.5	3	-6	-5	-2	-1.4	-3	0.2	0
O=C(NCCc1ccc(Cl)cc1)Nc1ccc(F)cc1	0	18*	13	-1	2	2	1.1	-1	0.8	-1

Some of these compounds in order of length of the SMILES, rising.
SMILES	eLon inh	TbMetRS inhib	NRP1-CendR mod	Scp-1 inhibitor	DNMT1 block	STEP block	LMPTP block	SUMO1-SIM PPI	MsrA inh	MsrA act
CNc1nc(N)nc(OC(C(F)(F)F)C(F)(F)F)n1	4	0.2	-7	-3	-2	2	-0.5	1	1.1	-1
COc1cc(OC)c(NS(=O)(=O)c2cn(C)cn2)cc1Cl	-2	-0.2	-1	-4	-1	7	-2.3	4	0.3	-2
COc1ccc(-c2nnc(CSc3nc4ccccc4c(=O)n3CC(C)C)o2)cc1OC	1	-0.5	4	-12	-10	4	5.8	2	2.4	0

High-throughput results from PubChem BioAssay.
